Bioassay records from PubChem.
IDE inh: inhibits human insulin-degrading enzyme in HEK cells; 0.41% of 320,000 active; inhibition, % at 5.59 µM; P14735; FAbetaB cleavage, fluorescence polarization;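 active means percent inhibition above the average of all tested compounds plus 3 SD, set per screening campaign, cut at about 16% in these data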;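 further: IDE supplied by intact live HEK cells; FP after avidin binding of uncleaved biotin substrate so inhibition keeps polarization high; 0% = DMSO wells and 100% = 60 µM reference IDE inhibitor Ii1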
Target sequence (P14735 whole entry, looked up): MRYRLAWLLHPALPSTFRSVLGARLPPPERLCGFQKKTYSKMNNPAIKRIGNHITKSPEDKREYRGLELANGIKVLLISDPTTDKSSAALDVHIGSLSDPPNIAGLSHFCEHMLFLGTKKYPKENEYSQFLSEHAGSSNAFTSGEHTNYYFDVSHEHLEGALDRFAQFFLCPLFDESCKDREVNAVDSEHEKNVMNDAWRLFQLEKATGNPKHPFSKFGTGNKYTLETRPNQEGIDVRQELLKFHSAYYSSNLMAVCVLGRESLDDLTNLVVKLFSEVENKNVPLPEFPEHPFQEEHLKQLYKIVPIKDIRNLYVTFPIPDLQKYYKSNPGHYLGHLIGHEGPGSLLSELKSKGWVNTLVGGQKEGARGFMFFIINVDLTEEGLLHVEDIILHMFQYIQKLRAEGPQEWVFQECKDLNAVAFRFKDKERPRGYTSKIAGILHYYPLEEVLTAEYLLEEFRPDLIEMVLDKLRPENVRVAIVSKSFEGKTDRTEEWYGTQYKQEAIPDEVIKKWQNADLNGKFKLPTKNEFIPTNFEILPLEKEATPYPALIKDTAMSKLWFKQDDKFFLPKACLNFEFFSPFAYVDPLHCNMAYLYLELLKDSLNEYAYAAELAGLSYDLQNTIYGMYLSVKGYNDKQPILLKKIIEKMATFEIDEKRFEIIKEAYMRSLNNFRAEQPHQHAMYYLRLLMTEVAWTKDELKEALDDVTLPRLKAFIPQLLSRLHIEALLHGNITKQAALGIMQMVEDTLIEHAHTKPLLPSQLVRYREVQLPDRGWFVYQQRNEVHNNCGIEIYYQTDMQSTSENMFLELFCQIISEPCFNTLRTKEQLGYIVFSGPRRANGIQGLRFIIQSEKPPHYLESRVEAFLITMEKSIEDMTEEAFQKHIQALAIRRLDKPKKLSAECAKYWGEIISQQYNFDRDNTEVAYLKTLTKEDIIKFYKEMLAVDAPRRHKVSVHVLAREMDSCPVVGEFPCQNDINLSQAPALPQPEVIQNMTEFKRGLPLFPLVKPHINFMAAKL
IDE cell activ: IDE (human) activation, cell-based; P14735; HEK cells, FAbeta-B cleavage, fluorescence polarization; 0% vehicle, 100% cell-free pure enzyme wells; activation, % at 5.96 µM; 0.073% of 340,000 active; AID 493087;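 active means activation above the mean of all tested compounds plus 3 SD, set per screening campaign, cut at about 17% in these data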
* hit, by the source's call.

Preview (15 entries):
Results follow in this order: IDE inh	IDE cell activ
- COc1ccc(CNC(=O)COC(=O)c2cc(S(=O)(=O)N3CCOCC3)ccc2O)cc1OC
    4	-4
- CC(OC(=O)Cn1cnc2c1c(=O)n(C)c(=O)n2C)C(=O)N(C)c1ccccc1 (stereo not given)
    -1	-1
- Cc1ccc(CN2CC(C(=O)N3CCN(c4ccccc4Cl)CC3)CC2=O)cc1 (stereo not given)
    1	0
- Cc1ccc(Cn2nc(C)c(C(=O)NCC(c3cccs3)N3CCOCC3)c2Cl)cc1 (stereo not given)
    8	-3
- CCC1(c2ccccc2)ON(c2c(Br)cccc2Br)C1=O (stereo not given)
    10	-4
- CSc1ccccc1NC(=O)CN(C)CC(=O)NCC(=O)Nc1ccc(F)cc1
    1	2
- CC(OC(=O)CNC(=O)c1sc2ccccc2c1Cl)C(=O)NC1(C#N)CCCCC1 (stereo not given)
    -2	5
- CC1CCCCC12NC(=O)N(CC(=O)NCc1ccco1)C2=O (stereo not given)
    -5	8
- CC(C)Cn1c(CCC(N)=O)nnc1SC(C)C(=O)Nc1ccc2c(c1)OCO2 (stereo not given)
    -1	2
- Cc1cccc(NC(=O)c2ccc3c(=O)n4c(nc3c2)CCCCC4)n1
    6	2
- COc1ccccc1C(=O)NC(CCSC)C(=O)NNC(=O)c1ccncc1 (stereo not given)
    7	0
- N#Cc1ccc(NC(=O)COc2ccc(-n3cnnn3)cc2)cc1
    -2	1
- NC(=O)c1ccsc1NC(=O)COC(=O)CNC(=O)c1ccc(F)cc1
    3	3
- C=CCn1c(SCC(=O)Nc2ccc(NC(C)=O)cc2)nc2sc(C)c(C)c2c1=O
    -3	1
- Cc1sc2ncnc(N3CCC(C(=O)Nc4nc5ccc(Cl)cc5s4)CC3)c2c1C
    0	-3

Main list, previewed entries included:
Results follow in this order: IDE inh	IDE cell activ
- COc1ccc(CNC(=O)COC(=O)c2cc(S(=O)(=O)N3CCOCC3)ccc2O)cc1OC
    4	-4
- CC(OC(=O)Cn1cnc2c1c(=O)n(C)c(=O)n2C)C(=O)N(C)c1ccccc1 (stereo not given)
    -1	-1
- Cc1ccc(CN2CC(C(=O)N3CCN(c4ccccc4Cl)CC3)CC2=O)cc1 (stereo not given)
    1	0
- Cc1ccc(Cn2nc(C)c(C(=O)NCC(c3cccs3)N3CCOCC3)c2Cl)cc1 (stereo not given)
    8	-3
- CCC1(c2ccccc2)ON(c2c(Br)cccc2Br)C1=O (stereo not given)
    10	-4
- CSc1ccccc1NC(=O)CN(C)CC(=O)NCC(=O)Nc1ccc(F)cc1
    1	2
- CC(OC(=O)CNC(=O)c1sc2ccccc2c1Cl)C(=O)NC1(C#N)CCCCC1 (stereo not given)
    -2	5
- CC1CCCCC12NC(=O)N(CC(=O)NCc1ccco1)C2=O (stereo not given)
    -5	8
- CC(C)Cn1c(CCC(N)=O)nnc1SC(C)C(=O)Nc1ccc2c(c1)OCO2 (stereo not given)
    -1	2
- Cc1cccc(NC(=O)c2ccc3c(=O)n4c(nc3c2)CCCCC4)n1
    6	2
- COc1ccccc1C(=O)NC(CCSC)C(=O)NNC(=O)c1ccncc1 (stereo not given)
    7	0
- N#Cc1ccc(NC(=O)COc2ccc(-n3cnnn3)cc2)cc1
    -2	1
- NC(=O)c1ccsc1NC(=O)COC(=O)CNC(=O)c1ccc(F)cc1
    3	3
- C=CCn1c(SCC(=O)Nc2ccc(NC(C)=O)cc2)nc2sc(C)c(C)c2c1=O
    -3	1
- Cc1sc2ncnc(N3CCC(C(=O)Nc4nc5ccc(Cl)cc5s4)CC3)c2c1C
    0	-3
- CCC(CC)c1nnc(NC(=O)C2CC(=O)N(CCc3ccc(OC)c(OC)c3)C2)s1 (stereo not given)
    -8	-2
- Cn1c(N)c(N2CCCCC2)c(=O)n(CC(=O)Nc2cccc(C#N)c2)c1=O
    1	-1
- COc1cc2nc(N(CCCN(C)C)C(=O)c3ccc(S(=O)(=O)N4CCc5ccccc54)cc3)sc2cc1OC
    2	2
- CC(=O)N/C(=C\c1ccccc1)C(=O)OC(C)C(=O)NCc1ccccc1 (stereo not given)
    2	2
- CC[C@@]1(C(=O)OC)N[C@H](CN(C)C(C)=O)[C@@H]2C(=O)N(Cc3ccccc3)C(=O)[C@@H]21
    -3	5
- C=CC[C@@H](CC(=O)N(CCO)Cc1ccccc1)C(=O)N[C@H](COC(=O)[C@@H](CC=C)CC(=O)OC(C)(C)C)Cc1ccccc1
    6	3
- CCOC(=O)c1c(NC(=O)CN2C(=O)C(=O)N(CC(C)C)C2=O)sc(C)c1CC
    -3	7
- CC(C)NC(=O)N(C)C[C@H]1Oc2ccc(NC(=O)Nc3ccccc3)cc2C(=O)N([C@@H](C)CO)C[C@@H]1C
    2	-2
- O=C(/C=C/c1ccc(Cl)cc1)c1ccc([N+](=O)[O-])o1
    0	-6
- COc1ccccc1CNS(=O)(=O)c1cc2c3c(c1)CCC(=O)N3CCC2
    -3	3
- C=C[C@@H]1c2c(F)cccc2N(S(=O)(=O)c2ccc(C)cc2)[C@H](c2ccc(C(=O)OC)cc2)C1(C#N)C#N
    3	0
- CC(=O)N/C(=C\c1ccccc1)C(=O)OCC(=O)Nc1ccc(C)c(S(=O)(=O)N(C)C)c1
    -4	1
- Cc1ccc(C)c(S(=O)(=O)N2CCN(C(=O)[C@H](C)N3C(=O)C4CC=CCC4C3=O)CC2)c1 (stereo not given in full)
    2	9
- COc1cccc(CNc2ncnc3ccc(-c4c(C)noc4C)cc23)c1
    3	-4
- Cc1cc(=O)n(-c2ccccc2)n1C
    3	3
- COc1ccc(-n2nc(C(=O)NCC(=O)N3CCN(c4ccccn4)CC3)c3ccccc3c2=O)c(OC)c1
    0	6
- CCN(CC(=O)Nc1c(F)cccc1F)C(=O)CCOc1ccccc1
    2	9
- COCc1c(C(=O)N2CCN(c3ccccc3C)CC2)oc2ccccc12
    0	-4
- O=C(COc1ccccc1F)NNC(=O)c1ccc(F)c(S(=O)(=O)N2CCOCC2)c1
    3	0
- N#Cc1c(NC(=O)COC(=O)c2nccnc2N)sc2c1CCCC2
    8	-2
- Cc1noc(C)c1COc1ccc(C(=O)N2CCN(c3ccccn3)CC2)cc1
    0	5
- COc1ccc(C(CNC(=O)c2cc(S(=O)(=O)NCc3ccco3)ccc2C)N(C)C)cc1 (stereo not given)
    8	1
- CCCCN1C(=N)N([C@@H](C)CN2CCC[C@H]2CN2C(N)=NC[C@H]2CC(C)C)C[C@H]1Cc1ccccc1
    -7	4
- O=C(CN1CCN(Cc2ccccc2)CC1)NNC(=O)c1ccccc1
    1	5
- CCC1(c2ccccc2)NC(=O)N(CC(=O)Nc2cc(C(F)(F)F)ccc2N2CCCC2)C1=O (stereo not given)
    0	0
- Fc1cccc(CNc2ncnc3ccc(-c4ccc5c(c4)OCO5)cc23)c1
    3	-1
- Cc1ccc(S(=O)(=O)Nc2ccc(-n3cnnn3)cc2)c(C)c1
    0	1
- COc1ccccc1CNC(=O)COC(=O)c1cccc(-n2cnnn2)c1
    7	-2
- Cc1cc(C(=O)CCC(=O)N2CCN(c3ccccc3)CC2)c(C)s1
    5	-2
- COc1ccc(NC(=O)CN2C(=O)C(=O)N(C3CCCC3)C2=O)c(OC)c1
    -1	6
- CCC(=O)N1N=C(c2ccc(NS(=O)(=O)c3ccccc3)cc2)CC1c1ccco1 (stereo not given)
    4	-4
- Cc1cc(C(=O)CN2C(=O)NC(CCS(C)(=O)=O)C2=O)c(C)n1C1CC1 (stereo not given)
    0	2
- CC(NC(=O)COC(=O)COc1ccc(C(=O)c2ccccc2)cc1)c1ccccc1 (stereo not given)
    2	4
- O=C(NCC1CCCO1)c1cc([N+](=O)[O-])ccc1N1CCC(Cc2ccccc2)CC1 (stereo not given)
    0	0
- CCCn1c(NC(=O)C2CCN(C(=O)c3ccccc3C)CC2)nc2ccccc21
    0	6
- CC(=O)Nc1sc(C)c(C)c1C(=O)OCC(=O)NCc1ccc(F)cc1
    0	6
- Cc1ccc(S(=O)(=O)NC2CC(C)(C)N(O)C(C)(C)C2)cc1
    -4	1
- CCCCc1ccc(NC(=O)C2CCCC2)cc1
    -3	-4
- COc1ccc(S(=O)(=O)N2CCOC23CCN(S(=O)(=O)c2ccc([N+](=O)[O-])cc2)CC3)cc1
    6	1
- Cc1nnc(SCC(=O)Nc2nccs2)n1N
    3	5
- CC(C(=O)NC1CCCc2ccccc21)N1C(=O)C2CCCCC2C1=O (stereo not given)
    5	-4
- CCc1noc(C)c1C(=O)Oc1ccc(N(C)S(=O)(=O)c2ccc(C)cc2)cc1
    -3	1
- O=c1[nH]c2ccccc2cc1-c1nnn(-c2ccccc2)n1
    2	-1
- Cc1ccc(S(N)(=O)=O)cc1
    -3	6
- Cc1cc(C(=O)COC(=O)c2cccc(NS(C)(=O)=O)c2)c(C)n1CC1CCCO1 (stereo not given)
    3	2

Other structures
Results follow in this order: IDE inh	IDE cell activ
- Cc1ccc(CNC(=O)CC(NC(=O)c2ccccc2)c2ccccc2)cc1 (stereo not given)
    1	0
- COc1ccc2oc(C(=O)OCC(=O)N3CCN(C(C)=O)CC3)c(C)c2c1
    1	2
- COc1ccccc1C(=O)NC(=O)COC(=O)c1ccc(Cl)cc1[N+](=O)[O-]
    0	5
- Cc1ccc(OCC(=O)NNC(=O)Nc2ccc(Cl)cc2)c(Br)c1
    -3	0
- Cn1nccc1C(=O)OCC(=O)Nc1cccc(Cl)c1
    2	3
- CCCCn1c(N)c(N(CC(C)C)C(=O)Cn2c(=O)oc3ccccc32)c(=O)[nH]c1=O
    3	-2
- Cc1cc(OCC(=O)OCC(=O)NCc2ccco2)ccc1Cl
    3	4
- N#Cc1c(Cc2cccc3ccccc23)nn(CCO)c1N
    6	1
- O=C(c1ccc2c(c1)OCCO2)N1CCN(Cc2c(F)cccc2Cl)CC1
    0	0
- CC(C(=O)Nc1ccc(N2CCOCC2)cc1)N1C(=O)NC(C)(C)C1=O (stereo not given)
    1	-1
- Cc1cc(C)cc(SCc2noc(C(=O)NCCN(C)C)c2C(=O)NCCN(C)C)c1
    -5	4
- Cc1ccc(S(=O)(=O)NCc2ccccc2)cc1C(=O)N1CCCC(C(F)(F)F)C1 (stereo not given)
    -4	4
- CCCCNc1c(-c2ccc(-c3cccc(Cl)c3)cc2)nc2ccc(Cl)cn12
    11	4
- CN1CCCC1c1cccnc1 (stereo not given)
    3	3
- CC(C)CCN1C(=O)c2ccc(C(=O)N3CCCCC3)cc2C1=O
    -6	7
- NC(=O)NC(CC(=O)NNC(=O)c1ccccn1)c1ccccc1Cl (stereo not given)
    -2	5
- O=C(COc1ccc(Br)cc1)Nc1ccccc1C(=O)NC1CC1
    -6	4
- CCCn1c(N)c(N(CCOC)C(=O)C(C)Oc2ccc(F)cc2)c(=O)[nH]c1=O (stereo not given)
    1	4
- COc1ccccc1NS(=O)(=O)c1ccc(C(=O)N2CCN(c3ccccc3)CC2)cc1
    2	1
- Cc1cccc(NC(=O)COC(=O)C2COc3ccccc3O2)c1C (stereo not given)
    1	6
- Cc1ccc(NC(=O)COC(=O)CCc2c(C)nc3ncnn3c2C)cc1
    -5	2
- CCOc1ccc(/C=N/NC(=O)c2ccc(O)cc2)cc1CN1CC2CC(C1)c1cccc(=O)n1C2 (stereo not given)
    -2	5
- CN(C)C(=O)c1ccc(NC(=O)CC2SC(N3CCCC3)=NC2=O)cc1 (stereo not given)
    -11	7
- Cc1ccc(S(=O)(=O)N2CCN(C(=O)COC(=O)CCc3ccccc3)CC2)c(C)c1
    2	0
- COc1ccc(C(=O)Nc2ccccc2NC(=O)c2ccc(OC)cc2)cc1
    5	7
- CC(C)Oc1ccc(C(=O)Nc2cccc(S(=O)(=O)N3CCCC3)c2)cc1
    5	-4
- O=C(NCCOc1ccccc1)c1ccccc1SCC(=O)N1CCCC1
    -4	2
- CCOc1ccc(NC(=O)CN2C(=O)NC3(CCCC3)C2=O)cc1S(=O)(=O)N1CCCCC1
    -4	-3
- CCOc1ccccc1N1CCN(C(=O)C2=CC=CN3CCS(=O)(=O)N=C23)CC1
    0	9
- O=C(Nc1ccc(NS(=O)(=O)c2ccccc2)cc1)c1ccccc1Cl
    4	-1
- CC(=O)Nc1ccc(S(=O)(=O)NCCC(=O)N2CCCCC2)cc1
    -2	1
- Cc1nn(-c2ccccc2)c(C)c1NC(=O)COc1cc(F)ccc1[N+](=O)[O-]
    -7	3
- COc1ccc2cc(-c3ccccc3F)ncc2c1
    -2	5
- CC1CC(C)CN(S(=O)(=O)c2ccc3c(c2)CC(=O)N3)C1 (stereo not given)
    2	-3
- COc1ccc(-c2noc(CN(C(=O)c3ccc4c(c3)OCO4)C(C)C)n2)cc1OC
    5	1
- COc1ccc(-c2c3c(cc4ncn(Cc5ccccc5)c24)COC3=O)cc1
    7	0
- C=CC[C@]12C[C@@H](OC)C(=O)C=C1O[C@@H](c1ccc(OC)c(OC)c1)[C@H]2C
    2	6
- CCCNC(=O)c1onc(CS(=O)(=O)c2cc(C)cc(C)c2)c1C(=O)NCCC
    1	-3
- Cc1cccc(OCCOC(=O)c2ccc(F)c(S(=O)(=O)N3CCOCC3)c2)c1
    0	3
- COc1ccccc1OCCNC(=O)C(CCSC)NC(=O)COc1ccccc1 (stereo not given)
    -3	0

For reference, some entries already given.
Results follow in this order: IDE inh	IDE cell activ
- Cc1ccc(S(N)(=O)=O)cc1
    -3	6
- Cc1cc(C(=O)COC(=O)c2cccc(NS(C)(=O)=O)c2)c(C)n1CC1CCCO1 (stereo not given)
    3	2

Some of the compounds tested; count on the stated rates, not on these rows.
